# Mdm2-MdmX inh – inhibitors of human Mdm2/MdmX interaction; O15151+Q00987; SaOS-2 split-luciferase Mdm2/MdmX complementation, luminescence; inhibition, % at 8 µM; 3% of 330,000 active; AID 485346;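 active = inhibition of at least 50% at 8 µM in the primary screen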
# Jurkat NFkB inh – lowers PMA/ionomycin-induced NF-kB signal in Jurkat cells. PMA/ionomycin-induced NF-kB luciferase reporter, luminescence. inhibition, % at 4 µM. 0.53% of 330,000 active. AID 435003; in the data active = inhibition above about 50%
# UPR XBP1 act – activators of adaptive arm of unfolded protein response (XBP1). CHO-XBP1 luciferase reporter, IRE1-XBP1 UPR activation, luminescence; percent of tunicamycin response, DMSO as zero. 0.33% of 330,000 active. activation, % at 20 µM. AID 463104;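 active = versus positive control, 20 µM dose yields 30% or more activation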;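 also: 100% = tunicamycin at 10 µg/mL and 0% = DMSO only wells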
#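 assay system = CHO-XBP1 luciferase reporter cells | amount = 1000 cells/well | buffer or medium = F12 plus 10% FBS | compound dosing = single point, 20 µM final compound, 1% DMSO | incubation = 16-18 h cell attachment at 37 °C, then 6 h compound exposure | detection = Steady-Glo luminescence read | controls = tunicamycin 10 µg/mL and vehicle-only wells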
# UPR CHOP act – apoptotic UPR (CHOP) activation; CHO-CHOP luciferase reporter, luminescence; percent of tunicamycin response over DMSO baseline; activation, % at 10 µM; 0.34% of 330,000 active;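 active = at 10 µM dose, activation of 40% or more, normalized to positive control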;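 also: 100% = tunicamycin at 10 µg/mL and 0% = DMSO alone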
#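 System: CHO-CHOP luciferase reporter cell line; amount: 500 cells/well; buffer or medium: F12 medium containing 10% fetal bovine serum; incubation: 6 h compound exposure at 37 °C after overnight seeding; measured by: luciferase luminescence after 10 min with Steady-Glo reagent; evaluation: % reporter activation, DMSO baseline versus tunicamycin full activation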
# APJ antag – antagonists of human APJ apelin receptor; CHO-K1 APJ beta-arrestin complementation, luminescence; inhibition, % at 20 µM; 0.32% of 330,000 active;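 active = inhibition above about 40% at 20 µM, limit read from the data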;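 also: cells challenged with 10 nM apelin-13 agonist together with compound; plate controls were apelin-13 plus DMSO wells for no effect and DMSO wells lacking apelin-13 for full effect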
# Target sequence (P35414 whole entry, looked up): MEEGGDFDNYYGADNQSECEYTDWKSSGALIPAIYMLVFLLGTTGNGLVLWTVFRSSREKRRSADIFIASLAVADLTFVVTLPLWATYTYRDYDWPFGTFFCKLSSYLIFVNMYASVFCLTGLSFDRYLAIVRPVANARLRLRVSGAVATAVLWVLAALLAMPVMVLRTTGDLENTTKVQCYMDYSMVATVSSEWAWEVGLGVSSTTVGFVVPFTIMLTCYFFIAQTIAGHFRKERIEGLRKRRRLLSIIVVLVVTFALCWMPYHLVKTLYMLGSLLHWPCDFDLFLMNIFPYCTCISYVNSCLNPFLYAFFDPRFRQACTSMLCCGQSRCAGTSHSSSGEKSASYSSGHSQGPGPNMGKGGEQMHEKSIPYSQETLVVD
# 697 NFkB inh – lowers PMA/ionomycin-induced NF-kB signal in 697 B cells | AID 435022 | 0.33% of 330,000 active | 697 B-cell NF-kB luciferase reporter, 16 h | inhibition, % at 4 µM; in the data active = inhibition above about 35%
# tim23-1 inh – tim23-1 yeast growth inhibition | S. cerevisiae tim23-1 growth, BacTiter-Glo luminescence, 24 h | 1.3% of 330,000 active | inhibition, % at 20 µM;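 active = growth inhibition of the mutant yeast at or above 50%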;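 also: temperature-sensitive mutant grown at 25 °C; plate controls were DMSO-treated mutant yeast for no effect and medium wells lacking yeast for full effect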
# APJ agonist – APJ receptor agonism; AID 2520; activation, % at 20 µM; CHO-K1 APJ PathHunter beta-arrestin, luminescence; 0% DMSO wells, 100% apelin; P35414; 0.11% of 330,000 active;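 active = activation more than six SD over the plate average, tested at 20 µM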;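 also: 0% = DMSO alone and 100% = apelin-13 at 10 nM; some results filed as inactive read as strong as hits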
#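 system = engineered CHO-K1 APJ arrestin reporter cells | input = 1000 cells per well | timing = overnight seeding, 90 min compound at 25 °C, 1 h detection | measured by = enzyme-fragment complementation luminescence | read-out = beta-arrestin recruitment to APJ as agonist activity, luminescent signal | control set = negative DMSO alone, positive Apelin-13 at 10 nM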
# The depositor's hits bear a star; . = no result given.
SMILES,Mdm2-MdmX inh,Jurkat NFkB inh,UPR XBP1 act,UPR CHOP act,APJ antag,697 NFkB inh,tim23-1 inh,APJ agonist
CCOC(=O)C(NC(=O)c1cccc(Cl)c1)(Nc1nnc(C)s1)C(F)(F)F (centres undefined),11,1,-4,-0.7,-14,-3,2,-1
Cc1ccc(C(C#N)c2ccc(Cl)nn2)cc1 (centres undefined),-17,7,-2,-2.2,4,4,-13,-2
O=C(COC(=O)CCC1CCCC1)Nc1ccccc1Br,-10,-3,-5,0.3,-15,10,19,-3
COc1ccc(OC2C(=O)N(Cc3ccc(F)cc3)C2c2cc(OC)c(OC)c(OC)c2)cc1 (centres undefined),21,9,-1,0.4,16,3,27,-3
Cc1ccc(C)c(N2CCN(C(=O)CCc3nc(-c4cccc(Cl)c4)no3)CC2)c1,-62,.,8,7.3,.,-67,29,.
CCOCCCNC(=O)c1ccc2c(=O)n(Cc3ccc4c(c3)OCO4)c(=S)[nH]c2c1,-7,-10,3,1.0,0,7,10,1
COc1ccc(/C=C\C(=O)CC(O)(c2ccccc2)C(F)(F)F)cc1 (centres undefined),3,-7,-1,-2.8,-9,-23,28,-3
COc1ccc(-c2cc(-c3ccccc3)nc(=O)[nH]2)cc1,-6,14,-1,0.0,2,19,16,0
CC(C(=O)N1CCCC1)N1CCN(S(=O)(=O)c2ccccc2)CC1 (centres undefined),14,0,0,0.1,6,20,0,-2
O=C(COc1ccc(Cl)cc1)NCCNC(=O)c1ccccn1,-3,-3,-7,0.2,14,17,14,4
COc1ccc(OCC(=O)NNc2c3ccccc3nc3ccccc23)cc1,22,1,12,1.4,5,-6,10,4
Cc1nnc(C)n1/N=C/c1ccc(-c2ccccc2)cc1,14,2,0,1.3,-7,-8,23,2
FC(F)(F)c1ccc(-c2noc(CN3CCCN(C4CCCCC4)CC3)n2)cc1,28,4,3,-1.5,-6,-22,-21,0
CCOc1cc(NC(=O)c2ccccn2)c(OCC)cc1NC(=O)c1cccc(C)c1,46,8,2,-0.2,5,-5,1,-1
CCOC(=O)c1ccc(-n2c(C)nc3c(cnn3-c3ccccc3C)c2=O)cc1,-4,-9,2,-1.1,-76,-34,13,-2
Cc1cc(NC(=O)COC(=O)CCNS(=O)(=O)c2cccc(C(F)(F)F)c2)no1,5,2,-3,-1.0,-6,-6,-15,-3
COc1ccc2[nH]c(C(=O)NCCc3ccccc3)cc2c1,-48,-38,-1,1.7,-11,-29,11,3
O=C(CSc1nc2ccccc2[nH]1)Nc1ccc2[nH]c(=O)[nH]c2c1,-20,4,0,1.9,8,12,-4,-1
CCN(CC)S(=O)(=O)c1ccc(NC(=O)c2cccnc2Cl)c(NC(=O)c2cccnc2Cl)c1,95*,-4,-1,0.8,29,9,16,3
CCN(CC)CCNC(=O)c1cc(S(C)(=O)=O)ccc1OC,19,7,1,-1.7,2,16,9,-4
COCCn1nnnc1C(c1ccc(OC)cc1)N1CCC(C)CC1 (centres undefined),17,-5,-1,-0.8,-1,7,13,1
CC(OC(=O)CNC(=O)c1ccccc1)C(=O)Nc1ccc(S(=O)(=O)N2CCOCC2)cc1 (centres undefined),33,-10,8,0.9,19,11,8,2
COc1ccc(C(C[N+](=O)[O-])n2nc(C)cc2C)cc1 (centres undefined),69*,-7,-5,60*,5,-17,85*,6
O=C1OC(c2ccccc2)/C(=C(/O)c2ccccc2)C1=O (centres undefined),-6,-16,-2,-2.9,-15,-4,8,-2
Cc1ccccc1NC(=O)c1cccc(NC(=O)c2ccco2)c1,10,-9,-5,-1.5,5,-4,-10,-1

# Some of the entries so far, tab-delimited:
smiles	Mdm2-MdmX inh	Jurkat NFkB inh	UPR XBP1 act	UPR CHOP act	APJ antag	697 NFkB inh	tim23-1 inh	APJ agonist
Cc1cc(NC(=O)COC(=O)CCNS(=O)(=O)c2cccc(C(F)(F)F)c2)no1	5	2	-3	-1.0	-6	-6	-15	-3
COc1ccc2[nH]c(C(=O)NCCc3ccccc3)cc2c1	-48	-38	-1	1.7	-11	-29	11	3

# (list continues)
SMILES,Mdm2-MdmX inh,Jurkat NFkB inh,UPR XBP1 act,UPR CHOP act,APJ antag,697 NFkB inh,tim23-1 inh,APJ agonist
OCCCn1c(CCNc2nc(-c3ccc(Cl)cc3)cs2)nc2cc(C(F)(F)F)ccc21,-21,1,-1,-0.1,-86,-10,33,4
CC(=O)Oc1ccc(/C=N/NC(=O)CCSc2ccccc2)cc1,4,4,0,0.3,0,3,18,-4
CC(=O)NC12CC3CC(C1)CC(C(=O)Nc1nc4ccc(F)cc4s1)(C3)C2,-25,-40,-4,0.4,11,-75,21,5
O=C(NCc1ccc2c(c1)OCO2)c1c(F)c(F)c(F)c(F)c1F,2,-5,-2,0.9,2,8,-6,2
O=C(NCCC1=CCCCC1)c1cc(-c2ccccn2)nc2ccccc12,5,-5,2,-1.0,25,-13,18,-3
COC(=O)[C@]1(Cc2ccccc2)N[C@H](CN(C)C(=O)NC(C)C)[C@@H]2C(=O)N(C)C(=O)[C@@H]21,-7,4,4,1.2,-7,16,11,-4
COc1cc(Br)c(CCNC(=O)c2ccco2)cc1OC,-13,0,-3,-0.8,-12,4,27,-1
CCC(C)NC(=O)c1cc(-c2cccs2)nc2ccccc12 (centres undefined),-29,-6,-6,1.2,8,-2,19,-1
COCc1c(C(=O)OCc2nnc(-c3ccc([N+](=O)[O-])cc3)o2)oc2ccccc12,15,3,-6,-0.3,-12,7,18,3
CCCCn1nnnc1NCc1cccc(OC)c1OC,-19,7,-1,0.6,-14,-4,6,0
Cc1sc2nc3n(c(=O)c2c1C)CCCCC3,8,-13,2,2.5,-2,9,-3,-4
CC(/C=C1\SC(=O)N(CC(=O)Nc2cccc(O)c2)C1=O)=C\c1ccccc1,-9,-1,5,0.9,12,-7,13,0
Cc1ccc(N2CCN(C(=O)c3ccccc3NC(=O)/C=C\C(=O)O)CC2)cc1,15,-12,-4,-1.1,-30,-20,18,-1
CCOC(=O)C1=C(C)Nc2ccccc2N/C1=N\S(=O)(=O)c1ccc(Cl)cc1,26,4,-1,-1.2,-2,5,3,4
CN1c2ccccc2-c2nc3ccccc3n2C1c1cccs1 (centres undefined),10,1,-1,1.9,-7,11,37,0
O=C(N/N=C/c1ccc(Cl)c([N+](=O)[O-])c1)C1CC1,28,-1,-1,2.4,-2,14,5,-2
Cc1cc(C)c(S(=O)(=O)c2cccc(C(F)(F)F)c2)c(=O)[nH]1,-17,-9,2,0.4,-7,-4,21,-4
COc1ccc(Cl)cc1NC(=O)Nc1cnccn1,41,9,0,1.1,22,20,-2,-1
Cc1csc(SCc2ccccc2C(=O)O)n1,-13,3,0,-1.4,-3,10,2,3
CCOc1ccc(NC(=O)C(=O)N/N=C/c2cccnc2)cc1,8,10,-2,0.2,8,27,-1,2
O=C(NCc1ccc(Cl)cc1)c1ccc(OCC2CCCO2)cc1 (centres undefined),-10,-11,1,-0.3,10,-2,5,0
O=C1c2ccccc2NC2(CCCCC2)N1c1ccc(O)cc1,-4,-8,-2,-0.8,-9,-1,-1,1
COc1ccc(C)cc1S(=O)(=O)N(C)CC(=O)Nc1ccccc1,-22,-6,-1,-2.1,2,11,12,2
CCCCc1ccccc1NC(=S)NC1CCCC1,21,4,-4,2.5,16,-7,40,-12
Cc1cc(C)n(-c2cc(C(C)(C)C)nc3c(-c4ccccc4)cnn23)n1,-141,-119,4,6.9,14,-227,51*,-1

# Another view of part of the listing above.
# Below each compound: Mdm2-MdmX inh	Jurkat NFkB inh	UPR XBP1 act	UPR CHOP act	APJ antag	697 NFkB inh	tim23-1 inh	APJ agonist
> O=C(NCc1ccc(Cl)cc1)c1ccc(OCC2CCCO2)cc1 (centres undefined)
 : -10	-11	1	-0.3	10	-2	5	0
> CC(=O)NC12CC3CC(C1)CC(C(=O)Nc1nc4ccc(F)cc4s1)(C3)C2
 : -25	-40	-4	0.4	11	-75	21	5
> O=C(NCc1ccc2c(c1)OCO2)c1c(F)c(F)c(F)c(F)c1F
 : 2	-5	-2	0.9	2	8	-6	2
> CCOC(=O)C1=C(C)Nc2ccccc2N/C1=N\S(=O)(=O)c1ccc(Cl)cc1
 : 26	4	-1	-1.2	-2	5	3	4
> O=C1c2ccccc2NC2(CCCCC2)N1c1ccc(O)cc1
 : -4	-8	-2	-0.8	-9	-1	-1	1

# Carrying on:
SMILES,Mdm2-MdmX inh,Jurkat NFkB inh,UPR XBP1 act,UPR CHOP act,APJ antag,697 NFkB inh,tim23-1 inh,APJ agonist
COc1ccc(/C=C/C(=O)N(C)C2CCS(=O)(=O)C2)cc1OC (centres undefined),31,-5,1,-0.4,7,10,2,0
Cc1c(CN2CCN(CC(C)C)C(CCO)C2)[nH]c2ccc(Cl)cc12 (centres undefined),21,7,-2,1.1,1,4,12,-1
O=C(CCCN1C(=O)c2cccnc2C1=O)Nc1ccc(F)cc1Cl,-15,-5,-1,0.6,-3,-13,3,2
COCCCNC(=S)N(CCN(C)C)Cc1cc2cc3c(cc2[nH]c1=O)OCCO3,-4,10,-4,1.0,4,13,15,-4
CC(C)N(Cc1nc(-c2ccc(Cl)cc2)no1)C(=O)CCCN1C(=O)c2ccccc2C1=O,4,-8,-4,0.9,7,5,23,7
O=C(Nc1ccc(C(=O)NCc2ccccc2Cl)cc1)C1=CSCCO1,-6,-23,-4,3.4,-9,-24,-15,-5
CN(C1CCCCC1)S(=O)(=O)c1ccc(NC(=O)CCC(=O)O)cc1,28,-2,-3,-0.6,12,10,-11,0
CCOc1ccc(S(=O)(=O)N2CCN(C(=O)c3oc4ccc(OC)cc4c3C)CC2)cc1,20,30,-1,1.0,11,17,9,-1
N#CC1(NC(=O)CSc2nnc(Nc3ccccc3F)s2)CCCC1,0,-12,2,2.5,-5,-16,7,-3
CN(C(=O)CSc1nc2ccccc2n1C)C1CCS(=O)(=O)C1 (centres undefined),-23,10,-3,-1.5,18,11,15,-3
COc1ccccc1-c1nnc(-c2ccc(N3CCOCC3)cc2)o1,-27,-55,3,4.0,-6,-37,28,-3
CCOC(=O)N1CC=C2C(C#N)=C(N)C(C#N)(C#N)[C@H](c3ccccc3OCC)[C@H]2C1,21,8,0,7.1,1,4,0,-4
CN(C(=O)c1cccc(NC(=O)Cc2cccc([N+](=O)[O-])c2)c1)C1CCCCC1,18,2,-1,0.9,2,2,32,-3
Cc1cc(NC(=O)CSc2nnc(-c3cccnc3)n2C2CCCCC2C)no1 (centres undefined),8,3,-4,-3.0,11,20,8,-1
N#CC(C#N)=C1CCc2ccccc2N1,13,-4,-1,-0.4,3,9,-9,-1
CCOC(=O)C1=C(CCc2ccccc2)NC(=O)NC1c1ccc2ccccc2c1 (centres undefined),27,10,1,0.2,6,0,20,3
CCC1COC(c2cccn2Cc2ccccc2Cl)=N1 (centres undefined),24,11,-1,-1.3,-4,-6,-23,-5
CC(C)Oc1ccc(C(CC(=O)O)Cc2ccccc2)cc1 (centres undefined),-13,0,1,1.5,5,6,24,-5
COC(C[C@H](O)C[C@@H](O)[C@H](C)OCc1ccccc1)OC,3,6,-1,0.8,19,17,-6,-1
CC1CCCCN1c1nc2nonc2nc1N1CCCCC1C (centres undefined),-1,14,-1,1.6,5,7,31,-1
O=C1C=C(Nc2ccccc2)CC(c2ccccc2)C1 (centres undefined),11,4,-3,2.4,7,4,0,-3
O=c1[nH]c2ccccc2c(O)c1Cc1ccccc1,-22,-7,0,-0.1,-2,-17,16,-3
COc1ccc(CNC(=O)C[C@H]2C[C@H](C(=O)N(C(C)C)C(C)C)[C@@]3(C)c4[nH]c5cc(-c6ccco6)ccc5c4CCN3C2=O)cc1OC,15,.,3,4.4,.,6,43,.
O=C(COC(=O)c1ccc(S(=O)(=O)Nc2ccccc2)cc1)NCc1ccco1,-3,3,-2,0.3,-9,-9,9,-2
